# High-throughput results: PubChem BioAssay, several laboratories
# KLF5 inhibitor – KLF5 expression inhibitors, primary screen, DLD-1 cells, luminescence. DLD-1 KLF5 promoter-luciferase reporter. inhibition, % at 5 µM. 290,000 tested, 0.23% active;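 active = inhibition above a per-plate limit of that plate's mean compound inhibition plus 3 SD, cut at about 60% in these data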;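 also: 0% = DMSO wells and 100% = LY294002 at 200 µM; higher means less KLF5 promoter-driven luciferase light; inactives centre near -14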
# HSP90 inh – HSP90 inhibitors, primary screen, cell lysate, luminescence; Heat shock protein HSP 90 (rabbit reticulocyte lysate; luciferase refolding); 290,000 tested, 0.91% active; Rabbit reticulocyte lysate, luciferase refolding luminescence, 3 h; AID 1789, 2009; inhibition, % at 5.6 µM;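 active = inhibition above the screen-wide mean plus 3 SD, computed separately per campaign, cut at about 16% in these data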;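 also: 0% = DMSO wells and 100% = 60 µM geldanamycin wells; inhibitors lower the luminescence because luciferase stays unfolded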
# aSyn 5UTR inh – MLPCN primary screen, SNCA 5' untranslated region; inhibition, % (tested at 7.5 µM); AID 1813, 2009; alpha-synuclein 5'UTR reporter, inhibitor activity; 300,000 tested, 0.82% active; in the data active = inhibition above about 60%;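 also: H4 neuroglioblastoma cells stably carrying SNCA 5'UTR luciferase fusion; 0% = DMSO wells and 100% = positive control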
# GSK3A inh – blockers of GSK3A enzyme activity – biochemical, luminescence, cell-free homogeneous, HTS, primary screen. Glycogen synthase kinase-3 alpha (Homo sapiens), P49840. GSK-3 alpha kinase, ADP-Glo luminescence, 60 min. inhibition, % at 10 µM. 320,000 tested, 0.1% active. AID 2650, 2010;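 in the data active = inhibition above about 50%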;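 also: GST-tagged GSK-3 alpha with peptide substrate and 25 µM ATP; 0% = DMSO neutral wells and 100% = GW8510 positive control wells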
# Target sequence (P49840 whole entry, looked up): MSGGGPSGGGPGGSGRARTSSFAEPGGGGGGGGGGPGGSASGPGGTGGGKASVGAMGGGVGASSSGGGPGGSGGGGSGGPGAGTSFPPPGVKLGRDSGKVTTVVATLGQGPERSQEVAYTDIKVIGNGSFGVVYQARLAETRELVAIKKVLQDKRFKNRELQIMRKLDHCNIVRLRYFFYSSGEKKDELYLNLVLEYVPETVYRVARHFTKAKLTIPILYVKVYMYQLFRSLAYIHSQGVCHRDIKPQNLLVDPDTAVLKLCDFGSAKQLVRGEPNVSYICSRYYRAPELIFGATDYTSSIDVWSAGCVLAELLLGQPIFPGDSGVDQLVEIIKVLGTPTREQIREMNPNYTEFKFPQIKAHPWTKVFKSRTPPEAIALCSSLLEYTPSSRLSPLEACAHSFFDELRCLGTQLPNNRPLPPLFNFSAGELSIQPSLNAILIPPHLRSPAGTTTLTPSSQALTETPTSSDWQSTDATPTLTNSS
# PolyA inhibitor – polyadenylation inhibitors in yeast reporter cells, primary screen, luminescence, S. cerevisiae. AID 1875, 2009. calls only at 12 µM. S. cerevisiae SKY197-pL101 polyadenylation reporter, beta-gal luminescence; efflux-impaired pdr1/pdr3 knockout yeast; score 100 = 6 SD above DMSO. 300,000 tested, 0.02% active;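 active = lowest replicate activity score at least 50, where 100 means six control SD above control mean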;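 also: yeast exposed to compound for 9 h at 30 °C; higher score means more reporter readthrough which indicates perturbed polyadenylation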
# HSF1 activator – HSF-1 activators, primary screen, NIH3T3-HGL cells, MG132 stress, luminescence, single point; NIH3T3-HGL HSF-1 luciferase reporter, 8 h; 100% = twice DMSO control signal; 300,000 tested, 1.7% active; activation, % at 9 µM; AID 504408, 2011;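 active = mean replicate activation of at least 50% with a set share of replicates each reaching 50%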;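 also: 0% = median of the neutral control wells and 100% = twice that signal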
# IEC-6 tox – cytotoxicity in IEC-6 intestinal epithelial cells, primary screen, cytotoxicity control for KLF5 inhibitor project, cell-based, luminescence; inhibition, % at 5 µM; 290,000 tested, 0.78% active; IEC-6 cytotoxicity, luminescence viability; in the data active = inhibition above about 22%;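 also: 0% = plate median of test compound wells and 100% = cytotoxic reference compound wells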
# HSF1 inh – HSF1 inhibitors in luciferase reporter cells, primary screen, cell-based, NIH3T3, luminescence | AID 2098, 2009 | NIH3T3-HGL HSE-luciferase, MG132-induced, luminescence 8 h; hits give low values | activity change, negative = inhibition, % at 7.5 µM (by protocol) | 300,000 tested, 0.77% active;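 active = more than half of replicate wells show activity change below -50%, luminescence cut by over half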;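 also: luciferase reports HSF-1 transcriptional activity via heat shock element; 0% = median of DMSO wells and -100% = zero luminescence signal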
# GSK3B inh – human GSK3beta kinase inhibitors, primary screen, biochemical, cell-free homogeneous, HTS; GST-GSK3beta kinase, ADP-Glo luminescence, 60 min; hits give low values; activity score (negative = inhibition), % at 10 µM; 300,000 tested, 0.038% active;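 active = more than half of replicate wells score below -50%, meaning over 50% inhibition versus plate controls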;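 also: 0% = median DMSO wells and -100% = median GW8510 positive control wells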
# Target sequence (P49841 whole entry, looked up): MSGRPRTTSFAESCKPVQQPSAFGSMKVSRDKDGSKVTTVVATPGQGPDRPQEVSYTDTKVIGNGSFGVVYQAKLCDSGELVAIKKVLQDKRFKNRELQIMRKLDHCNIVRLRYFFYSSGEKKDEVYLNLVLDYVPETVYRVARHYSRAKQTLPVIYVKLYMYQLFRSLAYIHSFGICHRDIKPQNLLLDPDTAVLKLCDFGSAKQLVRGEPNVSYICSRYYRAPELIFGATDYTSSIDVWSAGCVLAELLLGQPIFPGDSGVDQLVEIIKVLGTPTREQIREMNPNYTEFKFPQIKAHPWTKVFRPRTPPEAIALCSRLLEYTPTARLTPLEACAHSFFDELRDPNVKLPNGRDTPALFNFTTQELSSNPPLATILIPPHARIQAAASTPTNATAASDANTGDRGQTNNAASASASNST
#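 Test system: GST-tagged human GSK3beta kinase, cell-free; evaluation: activity score scaled between in-plate DMSO and GW8510 controls; measured by: ADP-Glo luminescence; incubation: 60 min reaction, RT; benchmarks: DMSO and 20 µM GW8510; reagent: peptide substrate plus 25 µM ATP (final); medium: Tris/MgCl2 kinase buffer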
# AI-2 QS mod – Vibrio harveyi AI-2 quorum sensing modulators, primary screen, JMH597 strain, luminescence/OD600 ratio. Vibrio harveyi JMH597 AI-2 luminescence/OD600 ratio, 9 h; hits give low values; strain lacks LuxN and CqsS sensors; 0 = neutral-control median. activity change, % at 7.5 µM. 300,000 tested, 0.4% active. AID 2094, 2009; in the data active = activity change below about -75%, passing the limit was not always enough;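 also: luminescence divided by OD600 gain over 9 h not by final OD600 alone; inactives centre near 13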
# An asterisk follows results filed as active; i = inactive; . = no result given.
# Value order – KLF5 inhibitor, HSP90 inh, aSyn 5UTR inh, GSK3A inh, PolyA inhibitor, HSF1 activator, IEC-6 tox, HSF1 inh, GSK3B inh, AI-2 QS mod
O=c1oc2c(CN3CCOCC3)c(O)ccc2c2c1CCCC2
    -7, 2, -22, 10, i, 21, 6, 1, -15, 16
COCCCNC(=O)CCCn1c(=O)c2ccccc2n(CC(=O)Nc2c(C)cccc2C)c1=O
    9, 3, -12, 2, i, 16, 1, -1, 2, 22
O=C(NCCN1CCOCC1)c1ccc(CS(=O)(=O)c2ccc(Cl)cc2)o1
    -34, -1, -11, -2, i, -8, 2, -5, 0, 7
CN(c1ccccc1)S(=O)(=O)c1cccc(NC(=O)CC(C)(C)C)c1
    -11, -1, -16, -1, i, -23, -3, -21, -9, 23
Oc1c(Cl)cc(Cl)cc1/C=N/c1ncn[nH]1
    -32, 0, 11, 14, i, -4, -6, -15, 1, 7
OC(CNCCc1ccccc1)c1ccccc1 (stereo unspecified)
    -17, -2, -2, 0, i, -14, 5, -12, 0, 9
O=C(O)c1ccc2nc(C(F)(F)F)[nH]c2c1
    18, 4, ., -1, ., ., 0, ., ., .
CC/C(=N\N=C1\SC(C)C(=O)N1Cc1ccco1)c1ccccc1 (stereo unspecified)
    -40, -5, 25, -3, i, -10, -1, 1, 0, 2
Cc1ccc(-c2cc(NC(=O)CCl)n(-c3ccccc3)n2)cc1
    -55, 3, -54, -2, i, 65*, -2, 50, -5, -12
CC(OC(=O)CCC(=O)c1ccccc1)C(=O)Nc1ccc(F)cc1 (stereo unspecified)
    ., ., 7, -1, ., -13, ., 2, 11, 13
Cc1ccc(NC(=S)NNc2ccc(C(=O)O)cc2[N+](=O)[O-])cc1C
    ., ., -15, 3, i, 8, ., -5, -3, 17
C/C(=N\NC(=O)c1cccc(Cl)c1)c1cccc(NC(=O)c2ccco2)c1
    -70, -1, -18, -1, i, 16, 7, 12, 2, 15
C=CCOc1c2ccc(C(=O)NCc3ccccc3OC)cc2nn1C
    22, -3, -10, 0, i, -8, -6, -4, 2, 11
O=C(CCC1CCCC1)NNC(=O)c1cc2ccccc2cc1O
    -1, -4, -5, 0, i, 41, -1, 13, 0, 26
O=C(CCNC(=O)Cn1ccc2ccccc2c1=O)NCCc1ccccc1Cl
    49, -3, 8, -3, i, 5, -2, 6, -5, 21
O=C(Nc1ccc(F)cc1)c1cccnc1
    -6, -4, -8, 0, i, -5, -2, -6, 0, 18
O=C(CN1CCN(S(=O)(=O)/C=C/c2ccccc2)CC1)Nc1ccccc1N1CCOCC1
    -16, 1, 7, 1, i, 1, -4, 3, 1, 16
Cc1nc(=S)c2ccccc2[nH]1
    -14, 5, 4, 2, i, 5, 5, 2, 0, 26
CN(C)c1ccc2c3c(ccc(N(C)C)c13)C(=O)OC2
    -26, -6, -33, 3, i, 6, -2, -9, -1, -2
COc1cccc(NC(=O)CSc2nnc(NC(=O)C3CC3)s2)c1
    -10, 7, 5, 0, i, 4, -1, 1, -1, 18
Cc1cccc(NC(=O)c2onc3c2CCCC3)n1
    -51, 28*, 86*, 2, i, -14, 10, -20, -3, 19
CN(CC(=O)Nc1ccc(Cl)cc1)C1CCCCC1
    -4, 3, -22, 0, i, 29, 2, -7, -1, 0
CCN(CC1CCCN(CCc2cccc(F)c2)C1)C(=O)c1ccc(CSC)o1 (stereo unspecified)
    -1, 3, -10, 1, i, 24, 5, 0, -7, 9
N=c1c2c(-c3ccccc3)c(-c3ccccc3)oc2ncn1CCN1CCOCC1
    -23, 0, 42, 3, i, 22, 0, 1, -6, 12
Cc1cc(OC(C)C(=O)NCCCN2CCCC2=O)c2c(C)c(C)c(=O)oc2c1 (stereo unspecified)
    15, 1, 17, 1, i, 15, 4, 2, 0, 0
CCc1ccccc1NC(=S)N(Cc1ccc(C(=O)O)cc1)Cc1ccc(OC)c(OC)c1
    -10, 2, 25, -1, i, 8, 2, -2, 2, 11
COc1ccc(CN(CC(=O)NCc2ccccc2)C(=O)CCC(=O)Nc2cc(C)ccn2)cc1
    -49, 9, -5, 2, i, -7, -3, -1, 0, 28
COC(=O)Cn1c(O)c(N=NC(=O)CNC(=O)c2ccc3c(c2)OCCO3)c2ccccc21
    -1, -1, -5, -3, i, 3, -8, -3, -3, 31
CCOC(=O)c1ccc(NC(=O)C(CC)(CC)C(=O)OCC)cc1
    -21, 3, 6, -2, i, 33, -2, -3, 3, 19
COC(=O)c1[nH]c2cc(OC)ccc2c1NC(=O)CN1CCN(c2cccc(C)c2)C(C)C1 (stereo unspecified)
    -6, 0, -4, -2, i, -18, 10, -4, -2, 16
Cc1ccc(-c2csc3nnc(SCC(=O)NCc4ccco4)n23)cc1
    -16, 1, -18, -5, i, 5, 3, -5, 0, -5
COc1ccc(CC(=O)N2CCC(c3ccccc3)C2)cc1 (stereo unspecified)
    -33, -3, -65, -2, i, 18, 1, 3, 0, 20
COc1ccc(C(=O)NC(C)C2CC3CCC2C3)cc1 (stereo unspecified)
    -16, -2, -32, 0, i, -19, -3, 1, -1, 40
CCC1(CC)NC(=O)N(CC(=O)OC(C)C(=O)Nc2ccc(NC(C)=O)cc2)C1=O (stereo unspecified)
    ., ., -5, 0, i, 9, ., -1, 0, 14
COc1cc(CN(C)CCc2ccccn2)cc(OC)c1OC
    -17, -1, 9, -9, i, 10, 3, -1, -3, 27
O=C(Nc1ccc(Cc2ccncc2)cc1)C1CCC(N2C(=O)C3CCCCC3C2=O)CC1 (stereo unspecified)
    -25, 2, -17, -2, i, -5, 1, -3, 0, 16
COC(=O)C1=C(C)N(c2cc(Cl)cc(Cl)c2)C(=O)C1
    1, -1, -24, 2, i, 4, -7, 15, -1, 3
Cc1ccc2nc(Nc3nc(-c4ccccc4)cc(=O)[nH]3)nc(C)c2c1
    -11, 0, -47, -1, i, 33, 1, 25, 3, 22
C=CCn1c(=O)c2ccccc2n2c(SCC(=O)NCCc3ccccc3)nnc12
    -6, 6, 32, 0, i, 7, 2, -4, 4, 6
COc1ccc(CN2C(=O)C(O)(CC(=O)c3c(C)n[nH]c3C)c3ccccc32)cc1OC (stereo unspecified)
    -17, -1, ., 0, ., ., 3, ., ., .
CCCc1cc(C(=O)Nc2cnn(Cc3ccc(F)cc3)c2)no1
    -2, -4, -23, 0, i, 6, 8, 8, 0, -1
Cc1cc(NC(=O)CSCC(=O)Nc2nc3ccccc3[nH]2)no1
    ., ., -3, -1, i, 18, ., 5, ., .
COc1ccc(-c2noc(C3CCCN(S(=O)(=O)c4ccc(C)c(Cl)c4)C3)n2)cc1OC (stereo unspecified)
    -2, -2, 15, 3, i, -14, 4, 1, 2, 7
O=C(CCNC(=O)c1ccccc1Cl)Nc1nc2ccccc2s1
    -39, -1, -83, 0, i, 13, 8, 12, -7, -2
COC(=O)c1ccc(CN2C(=O)c3ccccc3S2(=O)=O)cc1
    -5, 1, 10, -1, i, -8, -4, -6, 0, 15
CC(=O)NCCn1c(SCC(=O)NCCC(C)C)nc2ccccc2c1=O
    -2, 1, 11, 0, i, -2, 1, -6, 0, 17
NS(=O)(=O)c1ccc(NC(=S)Nc2ccc(OCc3ccccc3)cc2)cc1
    -3, 2, -2, 2, i, 16, 3, 9, 0, 16
CCOc1ccc(OCC)c(NC(=O)CN2CCN(c3cccc(C)c3)C(C)C2)c1 (stereo unspecified)
    -15, -2, -55, 0, i, -50, -3, -37, -1, 6

# Entries shown so far containing an NH in an aromatic ring:
# Value order – KLF5 inhibitor, HSP90 inh, aSyn 5UTR inh, GSK3A inh, PolyA inhibitor, HSF1 activator, IEC-6 tox, HSF1 inh, GSK3B inh, AI-2 QS mod
Oc1c(Cl)cc(Cl)cc1/C=N/c1ncn[nH]1
    -32, 0, 11, 14, i, -4, -6, -15, 1, 7
O=C(O)c1ccc2nc(C(F)(F)F)[nH]c2c1
    18, 4, ., -1, ., ., 0, ., ., .
Cc1nc(=S)c2ccccc2[nH]1
    -14, 5, 4, 2, i, 5, 5, 2, 0, 26
COC(=O)c1[nH]c2cc(OC)ccc2c1NC(=O)CN1CCN(c2cccc(C)c2)C(C)C1 (stereo unspecified)
    -6, 0, -4, -2, i, -18, 10, -4, -2, 16
Cc1ccc2nc(Nc3nc(-c4ccccc4)cc(=O)[nH]3)nc(C)c2c1
    -11, 0, -47, -1, i, 33, 1, 25, 3, 22
COc1ccc(CN2C(=O)C(O)(CC(=O)c3c(C)n[nH]c3C)c3ccccc32)cc1OC (stereo unspecified)
    -17, -1, ., 0, ., ., 3, ., ., .
Cc1cc(NC(=O)CSCC(=O)Nc2nc3ccccc3[nH]2)no1
    ., ., -3, -1, i, 18, ., 5, ., .

# Only part of the results is shown, so the mix of outcomes need not match the whole.
